# Assay outcomes from PubChem.
# Eya2 inh: blocks the phosphatase activity of human Eya2 | recombinant Eya2, OMFP fluorescence dephosphorylation (OMFP is methylfluorescein phosphate) | O00167 | Potency, µM (highest dose often 76.9 µM), for the others: at the highest dose activity, negative = inhibition, usual class: inhibitors | hit rate 0.006% among 330,000; also: potency is read from the fitted curve at half-maximal effect
#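 Eya2 protein (added as 0.2 uM solution) was preincubated with compound for 10 min at ambient temperature in 50 mM HEPES pH 7.5, 50 mM NaCl, 5 uM MgCl2, 0.05% BSA, 1 mM DTT. OMFP (added at 50 uM) then reacted 10 min; fluorescence read at 485/525 nm.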
# B2AR arrestin: beta2AR (human) beta-arrestin recruitment activity; AID 492947; beta-arrestin recruitment to beta2AR, cell-based reporter; hit rate 0.02% among 330,000; Potency, µM (series often up to 46.1 µM), for inactives: at the top dose activation, hits mostly activators;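 also: potency is read from the fitted curve at half-maximal effect; 0% = DMSO controls and full agonism = EC100 isoproterenol or metaproterenol; nearly all actives have a fitted effect of over 65% in size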
# Target sequence (P07550 whole entry, looked up): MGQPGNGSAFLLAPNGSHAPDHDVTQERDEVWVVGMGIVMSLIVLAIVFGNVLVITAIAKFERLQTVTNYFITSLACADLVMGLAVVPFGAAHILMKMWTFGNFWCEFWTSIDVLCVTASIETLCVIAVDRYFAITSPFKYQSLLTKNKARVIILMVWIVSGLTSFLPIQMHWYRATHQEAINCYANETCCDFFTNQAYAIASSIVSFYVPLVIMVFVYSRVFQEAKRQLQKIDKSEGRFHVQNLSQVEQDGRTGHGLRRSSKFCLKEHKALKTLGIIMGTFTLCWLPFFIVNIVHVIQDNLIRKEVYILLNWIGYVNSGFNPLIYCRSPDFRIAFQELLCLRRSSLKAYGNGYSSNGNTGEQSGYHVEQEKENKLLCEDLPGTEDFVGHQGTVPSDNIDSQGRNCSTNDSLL
# uPA surface inh: cell surface uPA generation inhibition; cell surface uPA generation assay, qHTS; Potency, µM (doses to about 38.3 µM), for inactives: at the highest dose activity change, negative = inhibition, actives largely listed as inhibitors; hit rate 0.31% among 330,000; active = well fitted inhibition curve with a large enough effect; inconclusive = small, poorly fitted or top-dose-only effect; inactive = no such curve, though single readings can be large or run the other way; tested in mouse RAW 264.7 cells; also: potency is read from the fitted curve at half-maximal effect; nearly all actives have a fitted effect of over 55% in size
# Chronic BCR inh: inhibitors of chronic active B-cell receptor signaling. ABC-DLBCL IkBa-CBG/CBR reporter, luminescence ratio, 4 h. Potency, µM (doses to about 46.1 µM), for inactives: top-dose ratio change, negative = lower green/red ratio, hits mostly inhibitors. hit rate 0.05% among 340,000. AID 493014; active = well fitted inhibition curve with a large enough effect in the signal ratio, with a control signal flat, not every such curve was filed as active; inconclusive = small, poorly fitted or top-dose-only effect, or effect the other way, or a change in a side signal; the % refers to the signal ratio;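 also: potency is read from the fitted curve at half-maximal effect; plate controls were basal doxycycline-induced cells for no effect and cells given 10 µM MG132 for full effect; MG132 reads +100%, hits lower the ratio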
#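 Concentration-response series (up to 46 uM) were applied to TMD8 dual-reporter cells for 4 h at 37C with doxycycline. Green/red ratio, after filter-overlap correction, defined %Activity; red signal alone was normalised to basal cells and zero luminescence.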
# Giardia kill: kills Giardia lamblia. Giardia lamblia trophozoite viability. activity change, % at 7.66 µM, hits read low. hit rate 0.15% among 340,000. AID 540267; in the data active = activity change below about -80%; inconclusive = between about -30% and that limit;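 also: parasites exposed to compound for two days anaerobically before the ATP read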
#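 Giardia trophozoites, 100 cells per well, were exposed to compounds for 48 hrs at 37 deg C under anaerobic conditions; viability was then read as ATP content by bioluminescence after 15-30 min at room temperature.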
# GALK inh: blocks human galactokinase activity | hit rate 0.007% among 270,000 | P51570 | AID 1868 | Purified GALK, Kinase-Glo residual ATP luminescence | Potency, µM (top dose mostly 57.5 µM), for the others: at the highest dose activity change, negative = inhibition, hits mostly inhibitors; also: potency is read from the fitted curve at half-maximal effect
#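 Galactose (100 uM) and ATP (35 uM) were turned over by 5 nM GALK for 1 h at RT. Kinase-Glo Plus then converted the remaining ATP into a luminescent signal.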
# USP2a block: blocks human ubiquitin-specific protease USP2a | O75604 | Potency, µM (highest dose often 38.3 µM), inactives show at the top dose activity change, negative = inhibition, hits mostly inhibitors | USP2 core, Ub-CHOP2 coupled fluorogenic reporter, 485/531 | AID 463254 | hit rate 0.01% among 330,000;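 also: potency is read from the fitted curve at half-maximal effect; plate controls were DMSO wells for no effect and full inhibition by NEM control for full effect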
#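 Deubiquitinase activity read as fluorescence (485/531 nm) after Ub-CHOP2 cleavage activates the enterokinase reporter on its substrate; USP2 core 10nM, Ub-CHOP2 and substrate 25nM each, 30min compound preincubation then 60min RT; data normalized to NEM, curves fitted.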
# KCNH2 3.1 inh: KCNH2 3.1 (human) potassium channel inhibition; hit rate 0.95% among 340,000; U2OS KCNH2 3.1, thallium flux FluxOr; hits give low values; activity change, % (tested at about 1.8 µM);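 active = maximum activity change below -70%; inconclusive = maximum activity change from -70% to -50%; inactive = maximum activity change above -50%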;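 also: thallium influx rate constant from kinetic fluorescence after stimulation buffer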
#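 Normalized rate constant (relative to positive and negative DMSO controls) derived from a 2 min kinetic fluorescence read after stimulation; U2OS cells expressing the 3.1 isoform via virus at 1.77 x 10^8 /mL.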
# FBPA coupling cs: counter-screen for Giardia aldolase inhibitors: coupling enzyme system | coupling enzyme system counterscreen, AmpLite Red fluorescence | activity change, negative = inhibition, % at 58.2 µM, hits read low | hit rate 0.67% among 290,000 | AID 2472; in the data active = activity change below about -30%
#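 Fluorescence at 525 nm excitation and 598 nm emission measured inhibition of the coupled detection system without aldolase. Compounds (at 57.5 uM final) were preincubated 10 min at room temperature with coupling enzyme reagent before a 20 min substrate/AmpLite Red step.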
# PKM2 activator: PKM2 (human) enzyme activation; hit rate 0.34% among 260,000; Potency, µM (highest dose often 57.5 µM), for the others: at the top dose activation, actives largely listed as activators; purified PKM2, Kinase-Glo ATP luminescence, activation; response scale: 0% is enzyme alone, no compound; also: potency is read from the fitted curve at half-maximal effect; nearly all actives have a fitted effect of over 55% in size
# Target sequence (P14618 whole entry, looked up): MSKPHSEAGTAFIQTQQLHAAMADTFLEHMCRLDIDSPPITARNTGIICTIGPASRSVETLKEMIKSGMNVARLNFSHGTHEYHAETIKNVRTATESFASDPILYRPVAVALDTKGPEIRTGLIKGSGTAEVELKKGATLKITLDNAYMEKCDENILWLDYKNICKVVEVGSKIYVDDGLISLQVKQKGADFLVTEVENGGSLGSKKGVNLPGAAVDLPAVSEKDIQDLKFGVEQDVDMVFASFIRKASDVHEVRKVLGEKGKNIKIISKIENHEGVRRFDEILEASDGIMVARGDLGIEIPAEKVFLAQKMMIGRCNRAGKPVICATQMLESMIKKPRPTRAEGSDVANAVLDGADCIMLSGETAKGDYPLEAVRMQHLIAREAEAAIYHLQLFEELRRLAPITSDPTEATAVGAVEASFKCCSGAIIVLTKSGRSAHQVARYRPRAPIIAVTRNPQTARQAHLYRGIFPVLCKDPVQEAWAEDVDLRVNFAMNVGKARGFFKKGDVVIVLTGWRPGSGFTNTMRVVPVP
#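 ATP formation by purified human PK-M2, quantified via coupled luciferase luminescence after 1 h at room temperature with 0.1 mM ADP and 0.5 mM PEP final.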
# KCNH2 WT inh: inhibitors of human wildtype KCNH2 potassium channel | Q12809 | U2OS, BacMam KCNH2, thallium flux FluxOr; hits give low values | activity change, % at 1.84 µM | hit rate 0.37% among 340,000;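 active = maximum activity change below -70%; inconclusive = maximum activity change between -70% and -50%; inactive = maximum activity change above -50%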
#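 U2OS cells transduced with wild-type KCNH2 virus are loaded with FluxOr dye for 45 min, and thallium flux is measured in kinetic reads before and after stimulation buffer. Rate constants are normalized to DMSO controls.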
# Numbers without * were called inactive; ? = inconclusive; . = no result given; & = joins results of further samples; [ ] = remark or other dose. Unless noted, calls follow the shape of the dose curve; as a rule, active = well fitted curve in the direction sought with a large enough effect; inconclusive = small, poorly fitted or top-dose-only effect, or another doubt; inactive = no such curve, though single readings can be large; an effect the other way counts as inactive or inconclusive. Unless noted, % is scaled to controls: 0 for no effect and ±100 for the full control effect. Not a hit list (roughly 2.4% active in at least one column).
SMILES,Eya2 inh,B2AR arrestin,uPA surface inh,Chronic BCR inh,Giardia kill,GALK inh,USP2a block,KCNH2 3.1 inh,FBPA coupling cs,PKM2 activator,KCNH2 WT inh
NC(=O)c1ccc(NC(=O)COC(=O)CC2CC3CCC2C3)cc1 (stereo unspecified),-24%,0.0%,2%,0%,-10,.,0%,13,.,.,-5
CC(C)c1cccc(OCCN2CCCC2)c1,0%,-0.3%,1%,2%,16,-1%,-11%,-5,0,3%[11.5 µM],16
COc1ccc(OC)c(CN2CCN(C(=O)c3cccc4ccccc34)CC2)c1,-10%,0.2%,1%,-1%,-13,-2%,-5%,-11,3,3%,3
CN(C(=O)CSc1nc(-c2ccc(F)cc2)cs1)C1CCS(=O)(=O)C1 (stereo unspecified),-18%,-0.2%,10%,1%,-4,-2%,3%,-4,1,-2%,-1
CCOC(=O)C1=C(c2ccccc2)N=c2s/c(=C\c3ccco3)c(=O)n2C1c1cccs1 (stereo unspecified),-22%,-0.9%,4%,?,10,-4%,-20%,-3,-2,19%,-9
CCOc1cc(C(=O)Nc2cc(OC)cc(OC)c2)ccc1OCC(=O)N1CCOCC1,13%,-0.3%,6%,-1%,5,.,3%,7,.,.,1
CCOc1ccccc1NC(=O)CSc1nnc(CNC(=O)c2ccco2)o1,5%,-0.1%,-4%,2%,2,-2%,0%,2,0,-5%,5
CC(=O)OCCCN1C(=O)c2ccc(Br)cc2C1=O,9%,-1.2%,.,1%,1,1%,-4%,10,-1,-6%,1
Cc1cc(F)ccc1S(=O)(=O)NCC1CC2CCC1C2 (stereo unspecified),2%,-0.1%,3%,1%,-7,-3%,1%,2,0,.,-28
CCC(CO)Oc1cc(NC(=O)c2ccccc2F)c2ncn(C(C)C)c2c1 (stereo unspecified),?,13%,1%,-2%,-5,.,-11%,4,.,.,-7
CN1C[C@@H]2C(c3ccc(Cl)nc3)C3(c4ccc(C#N)cc4)CC2(C3)[C@H]1c1ccccc1 (stereo partly specified),5%,-0.4%,-8%,1%,-10,4%,-1%,-77*,2&1,0%&-3%,8
Clc1ccc(CCNc2ncnc3c2nnn3Cc2ccccc2)cc1,-5%,-0.3%,0%,5%,0,0%,0%,-6,0,-2%,-1
O=C(c1ccc([N+](=O)[O-])s1)N1CCN(c2ccc(C(F)(F)F)cn2)CC1,-9%,-0.1%,-3%,3%,?,-2%,-1%,-27,1,-3%,12
O=C(OCCN1CCN(c2ncc(C(F)(F)F)cc2Cl)CC1)c1ccc(Cl)cc1,0%,-0.2%,3%,4%,1,0%,1%,2,0,3%,35
Cc1[nH]n(-c2nc(-c3ccc(Cl)cc3)cs2)c(=O)c1N=Nc1ccc(O)cc1,-13%,-1.0%,-14%,11%,-1,5%,-4%,-19,-2,7%,1
CCOC(=O)c1nonc1NC(C)=O,-3%,-1.2%,1%,-1%,-19,-3%,3%,-3,0,5%,-3
Cc1cc(C)n2nc(SCC(N)=O)nc2n1,-1%,0.2%,2%,2%,4,0%,3%,4,-1,4%,7
O=C(/C=C/c1ccccc1)NCCS(=O)(=O)N1CCN(c2ccccc2F)CC1,7%,2.9%,4%,4%,26,.,0%,-4,.,.,-4
CCc1ccc(S(=O)(=O)NCc2cccnc2)cc1,-4%,-0.7%,5%,0%,6,5%,1%,-16,-1,-2%,-13
O=C(Nc1ccc(Br)cc1Cl)NC1CC1,-7%,-0.7%,-3%,?,-14,-1%,3%,-16,1,-4%,0
O=C(Nc1cc(Cl)ccc1N1CCOCC1)c1ccco1,8%,-0.1%,-1%,14%,-10,-2%,2%,7,.,.,17
CCOC(=O)C(=O)Nc1ccc(Oc2ccccc2)cc1,1%,0.4%,4%,1%,-29,-2%,2%,15,5,-6%,5
CN(CC(=O)Nc1ccccc1Cl)C(=O)CN1C(=O)C2CC=CCC2C1=O (stereo unspecified),4%,0.0%,-4%,2%,-19,.,1%,-7,.,.,-4
COc1ccccc1Cn1c(=S)[nH]c2cc(C(=O)NCCN(C)C)ccc2c1=O,-2%,-0.1%,-6%,-7%,-2,.,3%,7,0,.,-3
COc1cc2c(cc1OC)C(C(=O)Nc1ccccn1)C(c1cccnc1)N(C)C2=O (stereo unspecified),-27%,-0.6%,-3%,2%,34[activator],0%,3%,-2,2,-1%,1

# Individual results from the list:
# Result of CCOC(=O)c1nonc1NC(C)=O under Giardia kill: -19
# Result of CC(C)c1cccc(OCCN2CCCC2)c1 under uPA surface inh: 1%

# (more compounds)
SMILES,Eya2 inh,B2AR arrestin,uPA surface inh,Chronic BCR inh,Giardia kill,GALK inh,USP2a block,KCNH2 3.1 inh,FBPA coupling cs,PKM2 activator,KCNH2 WT inh
CCOc1ccccc1-c1nn2c(Cc3ccccc3)nnc2s1,2%,-0.2%,-7%,-1%,-6,10%,-1%,2,1,-1%,-18
CCc1cccc(OCC(=O)Nc2ccc(S(=O)(=O)Nc3ccccn3)cc2)c1,-5%,-0.2%,13%,-10%,17,-3%,2%,5,1,?,14
O=C(CCc1ccccc1)Nc1ccncc1,11%,-0.2%,-6%,-1%,-6,-4%,5%,8,0,6%,-2
CN1CCN(C(=O)c2cn(-c3ccccc3)nc2-c2cccnc2)CC1,-25%,-0.4%,-4%,3%,-1,-2%,2%,-8,3,-1%,17
COc1cccc(C2Nc3ccc4ccccc4c3C3=C2C(=O)CCC3)c1O (stereo unspecified),10%,-0.4%,-7%,1%,-8,.,3%,-3,0,.,-5
COc1ccc(CCNC2CC(=O)N(CCc3ccc(OC)c(OC)c3)C2=O)cc1 (stereo unspecified),11%,0.1%,-2%,-17%,-5,-2%,0%,17,-3,-2%,9
CC(C)Cc1nc2n[nH]c(N)c2c2c1COC(C)(C)C2,5%,0.0%,-13%,15%,8,-2%,1%,2,0,1%,7
COc1ccc(NC(=O)CN(C)C(=O)c2cccc(S(=O)(=O)N3CCN(C)CC3)c2)cc1,-3%,-1.4%,-2%,6%,22,.,3%,-9,.,.,-3
CC(=O)Nc1nnc(-c2c(-c3c(Cl)cccc3Cl)noc2C)o1,8%,0.3%,2%,1%,-21,-4%,2%,7,1,9%,2
COc1ccc(-c2cc(C(=O)N/N=C/c3cccnc3)c3ccccc3n2)cc1,-4%,0.2%,-11%,2%,-8,-4%,1%,-9,.,-6%,-9
Cc1cccc(NS(=O)(=O)c2cccc3cccnc23)n1,-9%,-0.2%,-10%,0%,11,-2%,0%,-6,-1,8%,5
O=[N+]([O-])c1ccc(Cl)c2cccnc12,-3%,-0.2%,-10%,?,-7,1%,3%,-2,-10,1%,-22
O=C(CCSCc1ccccc1Cl)NC1CCCCC1,7%,-0.2%,6%,-2%,10,-1%,1%,5,2,0%,-14
O=c1c(-c2ccc(Cl)cc2)[n+]([O-])c2ccccc2n1OCc1nc2ccccc2[nH]1,?,0.3%,-4%,-1%,-14,-2%,2%,-5,1,-4%,-13
Cc1cc(C)cc(C(=O)NCC(=O)N(C)CCOc2ccccc2)c1,6%,3.3%,15%,-2%,-19,.,1%,0,.,.,-10
CCCCN(CCCNC(=O)C1CCN(C(=O)c2cc3sccc3n2C)CC1)Cc1ccccc1,0%,-0.8%,-12%,?,8,-3%,-1%,?,2,.,18
COC(CNS(=O)(=O)c1cccc2nonc12)OC,4%,-0.2%,-1%,-4%,-22,0%,0%,4,0,1%,3
Cc1cc(C)nc(OC(C(=O)O)C(OCCc2ccccc2)(c2ccc(F)cc2)c2ccc(F)cc2)n1 (stereo unspecified),1%,-1.1%,?,2%,6,8%,-1%,1,7,0%[11.5 µM],0
COc1ccc(CCC(=O)N/N=C(\C)c2ccc3c(c2)OCO3)cc1,1%,-0.5%,-1%,0%,-14,5%,2%,-4,.,0%,-1
CCOC(=O)c1sc2nc(CSc3nc4ccccc4n3CC)[nH]c(=O)c2c1C,-4%,-0.1%,1%,3%,-12,4%,-3%,-13,-3,?,-7
O=C(COC(=O)C12CC3CC(CC(O)(C3)C1)C2)NC12CC3CC(CC(C3)C1)C2,-6%,0.4%,3%,-9%,-4,1%,6%,-6,0,0%,-2
CCSc1nnc(NC(=O)C2(C)Cc3ccccc3C(=O)O2)s1 (stereo unspecified),1%,0.3%,.,-5%,12,0%,2%,-7,-2,-11%,-8
Cc1ccc(OCCC(=O)OCC(=O)NC2CCCC(C)C2C)cc1 (stereo unspecified),-2%,-0.8%,10%,0%,-15,.,2%,0,.,.,-8
Cc1ccc2cc(S(=O)(=O)NCCCC(=O)O)ccc2c1,12%,0.2%,10%,?,7,8%,0%,-1,12,2%,0
Cc1ccc(N/N=C(\C#N)C(N)=S)c(C)c1,0%,-0.4%,1%,?,1,.,0%,-5,0,-19%,-7
COc1ccc(S(=O)(=O)NCC(c2ccco2)N2CCOCC2)cc1 (stereo unspecified),-19%,0.1%,3%,18%&17%,-11,.,1%,5,.,.,0
